Assay outcomes deposited in PubChem BioAssay by The Scripps Research Institute Molecular Screening Center.
pPAFAH FP inh = pPAFAH (human) enzyme inhibition. recombinant pPAFAH, FP-rhodamine probe fluorescence polarization. inhibition, % at 3.39 µM. actives 1.5% (n = 330,000). AID 463082;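 active = inhibition above the mean inhibition across the screen plus 3 SD, cut at about 25% in these data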;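 note: inhibitors block binding of the rhodamine activity-based probe so polarization drops; 0% = enzyme with DMSO and 100% = wells lacking pPAFAH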
Target sequence (Q13093 whole entry, looked up): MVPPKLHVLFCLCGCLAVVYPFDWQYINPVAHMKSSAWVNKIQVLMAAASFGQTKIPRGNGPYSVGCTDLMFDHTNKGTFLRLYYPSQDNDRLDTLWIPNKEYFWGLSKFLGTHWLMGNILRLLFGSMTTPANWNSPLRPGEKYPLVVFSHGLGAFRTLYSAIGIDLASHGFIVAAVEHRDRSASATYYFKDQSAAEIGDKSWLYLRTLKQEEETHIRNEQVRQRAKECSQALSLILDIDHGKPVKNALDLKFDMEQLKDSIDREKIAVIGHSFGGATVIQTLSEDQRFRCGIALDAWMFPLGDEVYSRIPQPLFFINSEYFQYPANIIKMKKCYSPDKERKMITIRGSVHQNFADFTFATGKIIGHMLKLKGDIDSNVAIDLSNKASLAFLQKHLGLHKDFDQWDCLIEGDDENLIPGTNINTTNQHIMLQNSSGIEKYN
PAD4 FP inh = blocks human protein arginine deiminase 4. actives 0.41% (n = 330,000). inhibition, % at 6.36 µM. AID 485272. recombinant PAD4, RCA probe fluorescence polarization;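 active = percent inhibition above a cutoff equal to the mean of all tested compounds plus 3 SD, cut at about 15% in these data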;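 note: 0% = PAD4 with RCA probe and DMSO and 100% = probe without PAD4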
LYPLA1 inh = blocks human lysophospholipase 1, a PME1 counter-screen; recombinant LYPLA1, FP-Rh probe fluorescence polarization; actives 0.16% (n = 320,000); AID 2174; O75608; inhibition, % at 5.9 µM;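 active = inhibition above the mean of all tested compounds plus 3 SD, set per campaign, cut at about 14% in these data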;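 note: inhibitors block serine hydrolase probe labeling of LYPLA1 so polarization falls; 0% = enzyme with DMSO and 100% = wells lacking LYPLA1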
GSTO1 counter = blocks human GSTO1 in RBBP9 counter-screen; recombinant GSTO1, activity-based probe fluorescence polarization; inhibition, % at 5.96 µM; actives 1.1% (n = 300,000);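 active = inhibition above the campaign mean inhibition plus 3 SD, cut at about 35% in these data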;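 note: 0% = GSTO1-1 with DMSO and 100% = wells lacking GSTO1-1 enzyme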
Target sequence (P78417 whole entry, looked up): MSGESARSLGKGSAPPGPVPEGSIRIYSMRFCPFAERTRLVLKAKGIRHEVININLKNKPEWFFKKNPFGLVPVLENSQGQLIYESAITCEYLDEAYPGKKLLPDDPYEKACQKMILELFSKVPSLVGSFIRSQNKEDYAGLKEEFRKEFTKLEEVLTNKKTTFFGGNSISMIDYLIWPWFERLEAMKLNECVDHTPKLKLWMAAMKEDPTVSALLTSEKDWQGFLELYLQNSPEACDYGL
PME-1 primary = blocks human protein phosphatase methylesterase 1; actives 0.53% (n = 320,000); inhibition, % at 5.9 µM; recombinant PME-1, FP-Rh probe fluorescence polarization; Q9Y570; AID 2130;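 active = inhibition above the campaign mean of all compounds plus 3 SD, cut at about 26% in these data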;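 note: competitive labeling of PME-1 active site by serine hydrolase directed probe; 0% = PME-1 with DMSO and 100% = wells lacking PME-1 enzyme; inhibitors block probe labeling so polarization falls and inhibition rises; many of its hits are not listed in these tables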
Fam108B inh = blocks mouse Fam108B hydrolase in RBBP9 counter-screen. recombinant Fam108B, FP-Rh probe fluorescence polarization. inhibition, % at 9.51 µM. actives 0.33% (n = 300,000);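 active = inhibition above the screen mean inhibition plus 3 SD, computed separately per campaign, cut at about 18% in these data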;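 note: inhibitors lower polarization as less probe binds the enzyme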
PAFAH2 inh = PAFAH2 (human) inhibition | actives 0.99% (n = 340,000) | inhibition, % at 3.39 µM | AID 492956 | recombinant PAFAH2, FP-rhodamine activity probe, fluorescence polarization | Q99487;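 active = inhibition above the mean over all tested compounds plus 3 SD, cut at about 30% in these data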;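 note: inhibitors block probe labeling of enzyme so polarization drops; 0% = enzyme with DMSO and 100% = wells lacking PAFAH2 protein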
PAFAH1B3 FP inh = blocks human PAF acetylhydrolase 1B catalytic subunit 3; actives 0.28% (n = 340,000); Q15102; inhibition, % at 3.39 µM; recombinant PAFAH1B3, FP-rhodamine probe, fluorescence polarization;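 active = inhibition above the screen-wide average of all tested compounds plus 3 SD, cut at about 25% in these data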;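 note: 0% = enzyme with DMSO only and 100% = wells lacking PAFAH1B3 protein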
PAFAH1B2 FP inh = PAFAH1B2 (human) inhibition. inhibition, % at 3.39 µM. actives 1.2% (n = 340,000). AID 492953. recombinant PAFAH1B2, FP-rhodamine activity probe, fluorescence polarization;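 active = inhibition above the mean of all tested compounds plus 3 SD, cut at about 24% in these data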;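 note: 0% = enzyme with DMSO and 100% = wells lacking PAFAH1B2; many of its hits are not listed in these tables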
Target sequence (P68402 whole entry, looked up): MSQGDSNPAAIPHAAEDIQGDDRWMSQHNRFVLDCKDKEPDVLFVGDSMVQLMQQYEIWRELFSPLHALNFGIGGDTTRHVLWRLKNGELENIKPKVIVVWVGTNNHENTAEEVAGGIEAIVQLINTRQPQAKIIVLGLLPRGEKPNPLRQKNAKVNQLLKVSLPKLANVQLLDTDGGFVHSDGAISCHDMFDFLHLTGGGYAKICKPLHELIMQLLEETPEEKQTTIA
Active calls of the source: *; nt = no result given. Only part of the results is shown (hit frequency here may not be typical).

SMILES	pPAFAH FP inh	PAD4 FP inh	LYPLA1 inh	GSTO1 counter	PME-1 primary	Fam108B inh	PAFAH2 inh	PAFAH1B3 FP inh	PAFAH1B2 FP inh
O=C(CSc1nnc(CNC(=O)c2ccc(F)cc2)o1)NCc1ccc(F)cc1	-5	3	1	1	1	-1	-5	11	2
CCn1c(SC(C)C(=O)Nc2ccc3c(c2)OCCO3)nnc1C1CC1 (centres undefined)	2	5	0	nt	6	nt	0	7	-1
COC(=O)CNC(=O)c1cc(-c2ccncc2)nc2ccccc12	-1	0	-4	1	-12	2	4	-5	0
COc1cc2c(cc1OC)C(c1ccncc1)CC(=O)N2 (centres undefined)	0	2	-1	-4	4	1	2	9	4
Cc1nn(-c2ccccc2)c(Cl)c1/C=N/NC(=O)c1ccc(NS(=O)(=O)c2cccs2)cc1	13	3	-7	5	-4	-1	nt	nt	nt
O=C(NCc1ccccc1)c1cccnc1N1CCOCC1	-3	-2	0	-9	0	-6	-3	0	1
COc1ccc(NC(=O)Nc2cccc3c2O[C@H](CN(C)S(=O)(=O)c2cccs2)[C@@H](C)CN([C@H](C)CO)C3=O)cc1	2	4	nt	nt	nt	nt	-3	2	3
COc1cc(/C=C/C(=O)O)ccc1OS(=O)(=O)c1c(C)c(C)cc(C)c1C	7	0	-1	nt	0	nt	8	-4	26*
COc1cccc(C(C(=O)NC2CCCC2)N(C(=O)c2ccco2)C2CC2)c1OC (centres undefined)	-1	-7	0	-2	-3	-3	4	4	1
COCCNC(=S)N1CCC(C(=O)c2ccc3c(c2)OCCO3)CC1	-1	0	0	2	-3	-9	-4	-2	3
CC(C)c1ccc(OCC(=O)NCCO)cc1	-3	1	-1	2	-4	-2	-1	2	3
CCN(CC(=O)O)S(=O)(=O)c1cc(Cl)ccc1Cl	-1	-1	1	-2	-2	0	4	5	9
O=C(Nc1cccc(S(=O)(=O)C(F)F)c1)c1ccc(S(=O)(=O)N2CCCC2)cc1	2	4	-2	-9	-2	-1	5	-2	-2
CC(=O)Nc1ccc(N2CCOCC2)c(C(=O)Nc2cccc(C)c2)c1	6	1	-3	-1	-9	6	10	-2	8
COC(=O)COc1ccc(=O)n(-c2ccccc2)n1	7	-3	3	7	-3	4	-7	2	2
CCOC(=O)c1cnc2nc(Cc3ccccc3)[nH]n2c1=O	0	-4	-1	-7	-1	-1	-12	5	2
CSCCC(NC(=O)C1CC1)c1nc2ccccc2[nH]1 (centres undefined)	10	1	-4	1	-2	0	2	5	2
COc1ccc(-c2nnc(NC(=O)c3c(OC)cccc3OC)s2)cc1	6	1	-1	11	2	3	-1	7	5
Cc1[nH]c2ccccc2c1C(=O)CSc1ccc(Cl)cc1	0	0	0	11	-3	-7	7	3	0
COC(=O)C1CCN(C(=O)COC(=O)Cc2c[nH]c3ccccc23)CC1	1	2	2	2	0	1	0	5	0
O=C(NCCc1ccc(Cl)cc1)c1ccc2ccccc2n1	8	-3	-10	6	3	-1	8	2	25*
CN(Cc1ccccc1)C(=O)c1ccccc1NC(=O)C1=CSCCO1	3	1	-2	3	-1	0	-4	2	2
CSc1nc(N2CCOCC2)cc(N2CCOCC2)n1	6	-2	2	9	4	1	-6	-1	2
Cn1c(=O)[nH]c(=O)c2c1nc(N1CCCCC1)n2CCOc1ccccc1	3	-1	-2	8	8	0	2	-4	5
Cc1ccn2c(=O)nc(SCC(=O)Nc3ccc4c(c3)OCCO4)nc2c1	4	3	3	9	-2	-1	4	6	4
COc1ccc(-c2[nH]ncc2CN2CCN(C(=O)c3cccs3)CC2)c(F)c1	0	-2	1	-3	7	2	1	-1	3
CCn1ccnc1CNC(=O)CC1C(=O)NCCN1Cc1ccc(OC)cc1OC (centres undefined)	1	-4	2	-9	-2	-1	-4	6	2
CCNCC(=O)N1c2ccccc2CCc2ccc(NC(=O)OC(C)C)cc21	2	0	-1	3	0	3	-1	31*	0
CCNC(=O)c1sc(=S)n(-c2ccc(C)cc2)c1N	-1	5	1	4	5	1	-2	-2	1
C(=N\Nc1nc2ccccc2[nH]1)/C1CCCCC1	7	2	4	3	-22	1	1	11	3
O=C(COC(=O)c1ccc(F)cc1F)NC1CC1	10	-3	-4	-12	1	-6	29	1	6
CCN(CC)c1ccc(/C=C2\SC(=O)N(C(C)C)C2=O)o1	-5	-6	-6	-13	-12	-18	nt	nt	nt
COc1ccc(-c2nn(-c3ccccc3)cc2/C=C2/SC(=S)N(CCCC(=O)O)C2=O)c(C)c1	16	-6	-5	-26	-5	-6	5	8	7
CCCCN(C(=N)N1CCCCC1)c1nc(C)c([N+](=O)[O-])c(=O)[nH]1	3	0	-5	4	2	-1	4	10	0
COc1ccc(-c2cc3nc[nH]c(=O)c3s2)cc1	-1	1	-4	2	-1	-4	-12	-7	2
O=S(=O)(c1ccccc1)N1N=C(c2ccccc2)CC1c1ccccc1F (centres undefined)	7	0	-5	-2	-3	-2	4	0	3
COc1ccc(CNC(=O)Cn2cnc3c(OCc4ccccc4)ncnc32)cc1	-5	-6	nt	nt	nt	nt	13	5	3
COc1cc(CNc2nc3ccccc3[nH]2)cc(OC)c1OC	3	-2	1	-9	3	-2	5	1	4
CCN(CC)S(=O)(=O)c1ccc(N2C(=O)CC2(/C=C/c2ccccc2)C(=O)NC2CCCC2)cc1 (centres undefined)	8	0	0	-6	-8	-11	8	-3	1
CN1CCN(C(=O)CNC(=O)c2cccs2)CC1	5	-1	nt	nt	nt	nt	1	4	6
O=C(c1ccc(S(=O)(=O)N2CCCC2)cc1)N1CCN(c2ccccc2)CC1	2	-1	-1	1	-3	4	5	-3	3
COc1ccc(/C=C(/NC(=O)/C=C/c2ccccc2)C(=O)O)cc1	5	-5	0	0	-4	3	1	4	4
CC(=O)Oc1ccc(-c2ccc(C(=O)OCC(=O)c3c(N)n(C)c(=O)n(C)c3=O)cc2)cc1	-10	-5	nt	nt	nt	nt	-12	0	7
Nc1nc(Nc2cccc(F)c2)nc(N2CCOCC2)c1[N+](=O)[O-]	-5	2	0	1	6	-2	2	5	-2
CCCCC1=NN2C(=N)CC(=O)N=C2S1	7	2	-3	4	1	1	33*	6	0
O=C(COC(=O)c1ccc(OC(F)(F)F)cc1)NCCN1C(=O)CSC1=O	1	-1	0	nt	0	nt	2	6	4
Cc1cc(Nc2ccc3c(c2)OCCO3)c2ccccc2n1	6	0	2	1	4	1	1	9	1
Cc1cccc(NS(=O)(=O)c2cc3c(cc2C)n(C)c(=O)c(=O)n3C)c1	5	-1	-1	9	8	-2	-6	-5	-2
COC(=O)c1c(C)oc(C)c1S(=O)(=O)NC(C)(C)C	4	-2	0	-6	-1	2	0	-4	0
CCN1C(=O)/C(=C/c2ccc(C)s2)SC1=Nc1ccc(OC)cc1	2	-4	4	0	-2	0	-3	4	7
CC1(C)CC(=O)C(C(c2cccnc2)C2C(=O)CC(C)(C)CC2=O)C(=O)C1	-1	3	-1	7	4	4	1	7	9
CCN(CC)S(=O)(=O)c1ccc(NC(=O)COc2nc3ccccc3nc2N2CCOCC2)cc1	0	4	-6	-8	1	-3	0	6	4
CC(C)c1nc(SCC(=O)NC2CCCCC2)c2ccccc2n1	1	2	13	0	0	1	-2	10	4
CCCCC(=O)Nc1nc2c(OC)ccc(OC)c2s1	9	-1	2	-1	-4	0	0	-4	7
COc1ccc(CN2CCNC(=O)C2CC(=O)NCc2csc(C)n2)c(F)c1 (centres undefined)	4	0	4	6	2	1	-5	8	4
COc1c(F)c(F)c(C(=O)Nc2ccccc2N2CCN(C(=O)C(C)C)CC2)c(F)c1F	-3	-1	2	9	2	7	-5	4	-3
COc1ccc(CCN(C(=O)c2cccc(F)c2)C2CC(=O)N(c3ccccc3)C2=O)cc1 (centres undefined)	2	0	-1	-2	4	-3	3	14	6
Cc1ccc(CSc2nnc(SCC(=O)N/N=C/c3c(C)nn(-c4ccccc4)c3C)s2)cc1	-7	-3	-11	-7	-26	-17	-5	11	-1
O=C(N/N=C/c1ccccc1Cl)c1ccc(F)cc1	1	-1	-2	-2	-7	-3	1	3	5
O=C(CCC1CCCCC1)NCCS(=O)(=O)N1CCN(c2ccccc2F)CC1	-4	-3	0	-3	-10	-3	7	-2	-1

The listing continues:
SMILES	pPAFAH FP inh	PAD4 FP inh	LYPLA1 inh	GSTO1 counter	PME-1 primary	Fam108B inh	PAFAH2 inh	PAFAH1B3 FP inh	PAFAH1B2 FP inh
Cc1cc(NC(=O)CCC(=O)N(CC(=O)NC2CCCC2)c2ccc(Cl)cc2)no1	3	-3	-3	6	-1	3	4	2	3
COCCCNC(=O)c1cc(C(=O)c2c(-c3c(Cl)cccc3Cl)noc2C)c[nH]1	-5	-1	-2	16	-10	2	9	3	1
CCOC(=O)c1cc(-c2ccccc2)sc1NC(=O)c1ccc(OC)c(OC)c1	5	1	0	3	-2	0	4	-4	4
O=C(Nc1cccc(F)c1)N1CCCCCC1	3	-4	-4	5	-1	4	-3	3	5
C/C(=N\Nc1ccc(S(=O)(=O)N2CCCCC2)cn1)c1ccc(O)cc1	7	7	-2	nt	17	nt	6	4	11
CN(C)c1nc(NN)nc(Nc2ccc(F)cc2)n1	-4	5	-3	5	-6	-1	3	-1	-1
CCc1ccc(N(C(=O)Cc2cccs2)C(C(=O)NC2CCCCC2)c2cn(C)nc2C)cc1 (centres undefined)	3	0	1	-3	-7	-3	1	0	0
COc1ccc2c3c(cccc13)OC2=O	4	1	0	6	-3	1	12	10	-3
COc1ccccc1-c1c(C#N)c(N)nc2c1CCC2	5	-7	3	2	8	2	10	10	5
Cn1cccc1Cc1nnc(SCC(=O)Nc2ccccc2F)n1-c1ccc(F)cc1	8	0	-1	3	-3	0	-3	13	4
COc1cccc(NC(=O)c2ccc(N3C(=O)C4CC=CCC4C3=O)cc2)c1 (centres undefined)	-3	4	-2	-12	3	4	0	9	7
COc1ccccc1NS(=O)(=O)c1cccc(C(=O)N/N=C(\C)c2ccc3c(c2)OCCO3)c1	-2	0	-3	0	2	-5	2	0	4
COc1ccc(NC(=S)N/C(=N/CS(=O)(=O)c2ccccc2)c2ccccc2)cc1	-1	4	-6	-1	-3	0	0	-5	1
N#Cc1ccccc1NCc1ccccc1	5	0	4	3	0	1	3	3	9
O=C(CSc1nc2ccccc2[nH]1)NCc1ccc(F)cc1	0	-1	-3	13	-4	-2	-2	3	7
CC(C(=O)OCC(=O)c1cccc([N+](=O)[O-])c1)N1C(=O)C2C3CCC(C3)C2C1=O (centres undefined)	2	-1	-5	2	1	-1	3	6	0
CC(=O)[C@@H]1[C@@H](C(=O)c2ccccc2)[C@]2(C(=O)Nc3ccccc32)[C@H]2C=Cc3cc(F)ccc3N12	7	-3	2	-3	4	-2	11	1	2
NNC(=O)CN1CCCc2ccccc21	5	2	-1	8	0	0	0	6	0
CCCN(CCC)S(=O)(=O)c1ccc(C(=O)N2CC3CCC(CC3)C2)cc1	4	-3	-1	-2	-1	-1	6	1	9
COc1cccc(N2CCN(CC(=O)c3c(C)[nH]c4ccccc34)CC2)c1	5	-6	0	-1	1	-1	1	13	4
Cc1ccc(S(=O)(=O)N(CCCN2CCCC2=O)Cc2cc3c(C)ccc(C)c3[nH]c2=O)cc1	0	10	0	1	-1	0	4	3	9
Cc1cc(NS(=O)(=O)c2ccc(N)cc2)no1	4	7	-2	9	4	6	9	0	-1
